M1 ag – human M1 muscarinic receptor agonism | P11229 | CHO-K1 hM1, Fluo-8 calcium fluorescence, agonist mode; 0% DMSO, 100% acetylcholine EC100 | activation, % at 3 µM | hit rate 0.33% among 360,000 | AID 588814;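 active means activation above the run's mean compound activation plus 3 SD, cut at about 16% in these data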;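 further: peak over basal fluorescence ratio within a 140 s kinetic read after compound addition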
Target sequence (P11229 whole entry, looked up): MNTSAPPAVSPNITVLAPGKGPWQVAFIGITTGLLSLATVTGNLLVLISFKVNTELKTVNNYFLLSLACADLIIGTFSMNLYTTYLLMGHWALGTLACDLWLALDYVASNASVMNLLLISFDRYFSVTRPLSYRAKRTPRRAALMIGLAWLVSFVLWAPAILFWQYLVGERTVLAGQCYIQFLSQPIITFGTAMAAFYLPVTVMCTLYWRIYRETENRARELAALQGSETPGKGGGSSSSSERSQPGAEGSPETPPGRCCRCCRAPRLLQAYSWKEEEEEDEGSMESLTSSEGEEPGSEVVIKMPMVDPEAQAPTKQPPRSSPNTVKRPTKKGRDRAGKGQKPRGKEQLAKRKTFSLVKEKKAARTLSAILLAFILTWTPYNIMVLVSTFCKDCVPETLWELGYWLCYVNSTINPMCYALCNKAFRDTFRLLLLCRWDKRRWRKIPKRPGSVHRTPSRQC
TAAR1 ag – human TAAR1 agonism | AID 624467 | CHO RD-HGA16 TAAR1, Fluo-8 calcium fluorescence; vehicle wells 0%, saturating PEA agonist 100% | Q96RJ0 | activation, % at 3 µM | hit rate 0.99% among 360,000;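 active means activation above the mean activation of all test compounds in the run plus 3 SD, cut at about 38% in these data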
Target sequence (Q96RJ0 whole entry, looked up): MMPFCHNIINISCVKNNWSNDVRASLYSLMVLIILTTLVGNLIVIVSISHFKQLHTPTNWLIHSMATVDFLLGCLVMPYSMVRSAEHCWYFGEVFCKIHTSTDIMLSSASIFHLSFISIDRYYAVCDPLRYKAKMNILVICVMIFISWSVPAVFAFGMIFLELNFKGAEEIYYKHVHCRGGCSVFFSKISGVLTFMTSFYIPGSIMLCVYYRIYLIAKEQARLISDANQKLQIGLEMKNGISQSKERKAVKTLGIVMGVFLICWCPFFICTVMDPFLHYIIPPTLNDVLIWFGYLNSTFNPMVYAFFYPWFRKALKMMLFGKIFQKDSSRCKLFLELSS
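System: CHO-derived RD-HGA16 cells with stable Gα16 and human TAAR1 / Times: 17-24 h plating, Fluo-8 75 min 37 °C, 30 min RT / Technique: calcium-sensitive Fluo-8 signal, excitation 470-495, emission 515-575 nm / Measure: % activation relative to PEA EC100 response / Benchmarks: DMSO and PEA EC100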
M1 antag – human CHRM1 antagonism | CHO-K1 hM1, Fluo-8 calcium fluorescence, ACh EC80 antagonist | inhibition, % at 3 µM | hit rate 1.3% among 360,000;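 active means percent inhibition above its own plate's cutoff, namely the mean of that plate's compound wells plus 3 SD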;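 further: peak over basal fluorescence ratio during 140 s after agonist addition; 0% = ACh EC80 plus DMSO and 100% = DMSO alone without agonist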
TAAR1 antag – human TAAR1 antagonism; CHO RD-HGA16 TAAR1, Fluo-8 calcium fluorescence, antagonist; inhibition, % at 3 µM; hit rate 1.5% among 360,000; AID 624466; Q96RJ0;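 active means inhibition above a per-plate cutoff, the mean inhibition of test compounds on that plate plus 3 SD, cut at about 49% in these data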;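 further: 0% = DMSO plus EC80 beta-PEA response and 100% = DMSO alone without agonist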
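System: CHO RD-HGA16 cells bearing hTAAR1. Reagent: EC80 β-phenethylamine stimulus. Schedule: seeding 17-24 h prior, 75-min 37 °C, 30-min RT dye loading. Signal: Fluo-8 intracellular calcium dye fluorescence, real-time kinetic reads. Read-out: % inhibition from peak post-agonist over basal fluorescence ratio. Benchmarks: vehicle wells and EC80 agonist wells. Replicates: n of 1.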
M1 PAM – potentiates human M1 receptor response to acetylcholine. hit rate 0.088% among 360,000. P11229. CHO-K1 hM1, Fluo-8 calcium fluorescence, ACh EC20; 0% = ACh EC20, 100% = maximal ACh. activation, % at 3 µM; in the data active means activation above about 19%, passing the limit was not always enough
CHO-K1 Ca antag – counter-screen for M1 antagonists: effect in parental CHO-K1 cells. hit rate 0.6% among 360,000. ATP-induced calcium, Fluo-8 fluorescence. inhibition, % at 3 µM;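 active means inhibition above a per-plate cutoff, the plate's mean sample inhibition plus 3 SD, cut at about 24% in these data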;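 further: 0% = DMSO plus EC80 ATP and 100% = DMSO alone without ATP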
M1 PAM parental – counter-screen for M1 PAMs: effect in parental CHO-K1 cells | ATP EC20, Fluo-8 calcium fluorescence; 0% at ATP EC20, 100% at ATP max | activation, % at 3 µM | hit rate 0.02% among 360,000;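 active means activation above the run cutoff, the mean activation of all test compounds plus 3 SD, cut at about 40% in these data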;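 further: peak over basal fluorescence ratio in a 140 s read after ATP addition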
CHO parental Ca – signal in parental CHO cells, OX1R antagonist counter-screen | parental CHO-K1, ATP-induced calcium, Fluo-8 fluorescence | inhibition, % at 5.6 µM | hit rate 0.63% among 330,000;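 active means inhibition above that plate's mean sample inhibition plus 3 SD, cut at about 26% in these data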;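 further: 0% = ATP-challenged DMSO wells and 100% = DMSO wells without ATP; some compounds past the cut are filed as inactive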
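Test system: parental CHO cells; detection: calcium-sensitive Fluo-8 fluorescence; evaluation: percent inhibition of calcium signal; also added: ATP as calcium-mobilizing challenge; repeats: one well per compound; control set: ATP-challenged DMSO wells low, unchallenged DMSO wells high; compound: single nominal dose of 5.6 µM per compound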
CHO-K1 Ca ag – nonselective activator or artifact in parental CHO-K1 cells; activation, % at 3 µM; Fluo-8 calcium fluorescence; scaled to maximal ATP response, vehicle zero; AID 602248; hit rate 0.48% among 360,000; in the data active means activation above about 15%;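 further: untransfected CHO-K1 host cells lacking M1 receptor as counterscreen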
An asterisk follows results filed as active; . = not tested or not shown.

SMILES	M1 ag	TAAR1 ag	M1 antag	TAAR1 antag	M1 PAM	CHO-K1 Ca antag	M1 PAM parental	CHO parental Ca	CHO-K1 Ca ag
CC1Cc2ccccc2N1C(=S)NC(=O)C1(C)CC1(Cl)Cl (stereo not given)	-7	2	-8	-18	6	-3	4	-10	-0.4
Oc1ccccc1-c1n[nH]c(-c2ccccc2O)n1	7	8	14	22	-8	-3	-5	.	17*
CCCN(CC(=O)Nc1ccc(C(N)=O)cc1)CC(=O)Nc1cc(Cl)ccc1Cl	-6	7	3	12	0	-3	-2	-13	0.3
CC(=O)c1ccc(N(CC(=O)NC2CCCC2)C(=O)CNC(=O)c2cccs2)cc1	-3	-2	-4	6	2	-7	15	-20	-0.1
CC(NC(=O)CCNS(=O)(=O)c1cccc2nonc12)c1ccccc1 (stereo not given)	-1	0	-8	5	2	-8	8	-8	0.2
CN1CCCN(C(=O)CNC(=O)c2ccccc2F)CC1	-5	-2	-8	-22	6	-20	2	-8	0.5
COc1cccc(NC(=O)NCc2ccc(F)cc2)c1	-4	1	-7	-6	2	-1	1	-5	0.7
O=C(Nc1ccccc1Oc1ccccc1)c1ccccc1F	-9	3	27	-7	-5	-8	6	-5	-0.1
COc1cccc(OCCOc2ccc(/C=C3\C(=N)N4N=C(S(C)(=O)=O)SC4=NC3=O)cc2OC)c1	-1	1	-10	-10	7	-4	-4	.	0.2
Cc1cccc(C)c1OCCN1CCOCC1	-2	6	-13	-23	7	-13	18	-13	0.0
Cc1sc2ncnc(N3CCC(C(=O)Nc4nnc(SCc5ccccc5F)s4)CC3)c2c1C	-2	0	-13	-21	13	-11	7	-24	3.3
O=C(CCCn1c(=O)[nH]c2ccccc2c1=O)NCCSCc1ccccc1	-3	3	9	6	-1	-12	4	-9	3.2
COC(=O)c1cn(C(=O)c2ccccc2Cl)c2ccccc12	-9	12	-8	16	0	-4	21	-10	-0.2
CCc1nc2c(OCC(=O)c3ccc(Cl)cc3Cl)cccn2c1N(C=O)Cc1ccccc1	-8	0	-7	12	-2	-1	3	.	1.2
O=C(NNC(=S)NC(=O)c1ccccc1[N+](=O)[O-])c1ccccc1O	-6	5	12	-11	-5	10	-13	-19	-0.8
O=C(CN1C(=O)/C(=C2\SC(=S)N(C3CCS(=O)(=O)C3)C2=O)c2ccccc21)Nc1ccc(F)cc1 (stereo not given)	-5	2	-9	-59	7	-5	13	-17	-0.1
O=C(NCc1ccccn1)C1C2C=CC(C2)C1C(=O)Nc1ccc(F)cc1 (stereo not given)	-1	1	-6	-17	-6	4	-10	-2	0.1
COc1cc2c(cc1OC)C1=NC(=O)CN1C(SCc1ccccc1)=N2	-6	10	-10	-2	6	-4	7	-4	1.4
CC1(C)CN(c2ccc(CC#N)cc2)C1=O	-7	7	-11	-17	10	-11	20	-11	1.1
O=C(CCn1c(=O)c2cccn2c2ccccc21)Nc1ccc(F)cc1	-7	7	8	15	-15	-15	-14	-10	5.7
COCc1c(C(=O)OCC(=O)c2c(N)n(CC(C)C)c(=O)n(C)c2=O)oc2ccccc12	1	20	-2	19	1	-2	15	-8	4.8
COc1ccc(CCNS(=O)(=O)c2ccc3c(c2)OCCO3)cc1OC	0	14	0	6	7	-4	16	-6	0.5
Cc1noc(C)c1COc1cccc(C(=O)OC(C)C(=O)Nc2c(C)n(C)n(-c3ccccc3)c2=O)c1 (stereo not given)	-6	3	-5	-11	6	-14	4	-13	2.3
COc1ccc(/C=C2\SC(=O)N(CCNC(=O)C3CC(=O)N(c4ccccc4)C3)C2=O)cc1 (stereo not given)	-4	7	5	-10	-4	-8	11	-12	1.7
O=C(c1ccnc(Cl)c1)N1CCCC(N2CCN(c3ccccc3F)CC2)C1 (stereo not given)	-2	2	1	-19	4	-8	9	-16	0.5
Cc1cccc(OCC(=O)N2CCOCC2)c1	-1	1	5	-13	-2	-4	14	-13	0.1
Clc1ccc(Cn2ncc3c(N4CCOCC4)ncnc32)cc1	-2	18	-2	31	-8	-4	5	-10	4.0
COCCCNC(=S)NCCNc1nc2cc(C)c(C)cc2cc1C#N	-6	3	-12	0	6	-17	8	-30	-0.7
Cc1ccc(C(=O)N2CCN(S(=O)(=O)c3ccc(Br)cc3)CC2)o1	-2	-2	-10	10	9	3	3	-14	1.4
CN(C)NC(=O)c1ccsc1NC(=O)c1ccc(S(=O)(=O)N(C)C)cc1	-4	23	0	22	-7	14	-9	0	3.5
COc1ccccc1C/C(N)=N/OC(=O)c1cccs1	-7	0	-1	-11	-1	-14	4	-10	-0.3
O=C(CCS(=O)(=O)c1ccccc1)OCc1ccc([N+](=O)[O-])cc1	-4	-2	-6	0	10	-1	4	-8	0.2
CC[C@H](NC(=O)CC[C@H]1O[C@@H](n2cnc3c(NC(=O)c4ccccc4)ncnc32)[C@H](O)[C@@H]1O)c1ccccc1	-3	3	-13	-6	-3	-20	17	.	0.9
O=C1OC[C@H](Cc2ccc3c(c2)OCO3)/C1=C\c1ccc2c(c1)OCO2	5	.	-2	.	4	20	-9	22	9.5
CCOC(=O)N1CCN(c2c(-c3ccc(C)cc3)c(=O)c2=O)CC1	1	10	-24	7	13	14	4	-8	-0.3
COC(=O)[C@]12CCCCC=C1N(Cc1cccc3ccccc13)C(=O)[C@H](CC(=O)NCCc1ccccc1OC)C2	.	45*	.	-6	.	-13	9	.	0.7
Nc1nc(SCC(=O)Nc2c(Br)cc([N+](=O)[O-])cc2Br)n[nH]1	-6	2	1	2	0	29*	-1	2	0.3
Cc1cccc(N2C(=O)CCC2=O)n1	-5	4	0	-5	5	-6	20	-4	0.4
CC(C)(C)S(=O)N1Cc2cc(C(=O)N3CCc4ccccc4C3)nc(-c3cccc(-c4ccncc4)c3)c2[C@H]1CCO (stereo not given in full)	-11	24	3	-5	-7	-2	18	.	0.9
CC(NC(=O)OCc1ccccc1)C(=O)OCN1C(=O)c2ccccc2C1=O (stereo not given)	-2	2	-27	-13	5	-1	17	-6	1.5
O=C(O)c1ccc(/C=C2\SC(=S)N(NC(=O)c3ccc(Br)cc3)C2=O)cc1	0	6	-13	-19	11	5	5	2	-0.2
COc1cccc(C2(c3cccc(OC)c3)CC2C(=O)Nc2ccc(F)cc2)c1 (stereo not given)	-1	0	6	18	2	-4	14	-7	3.0
Cn1c(CSc2ccccc2)c(C#N)c2ccccc21	-6	0	-4	26	-1	11	-6	-5	-0.5
CCCCn1c(/N=C/c2cc(OC)ccc2O)nc2ccccc21	-5	1	-5	-6	8	-1	13	-6	1.4
Cc1ccc(CN2CCC2(C)C(=O)NC(C)C)cc1 (stereo not given)	-5	2	-10	-37	6	-4	15	.	0.3
CCOC(=O)/C=C/[C@H]1Cc2ccccc2CO1	-1	8	-5	-10	10	-6	16	-20	0.3
O=C(COC(=O)C1CC(=O)N(c2ccc3c(c2)OCCO3)C1)Nc1ccc2c(c1)CCC2 (stereo not given)	-2	14	-6	-1	5	-5	6	-20	4.9
O=C1NCC(c2ccccc2)C1C(=O)N/N=C/c1ccc(Cl)s1 (stereo not given)	-4	10	-3	-4	11	5	8	-24	-0.1
Cc1ccc(NC(=O)CCn2c(=O)c3cccn3c3ccccc32)c(C)c1	-2	2	2	12	-3	-10	11	-11	4.4
CCOC(=O)COc1ccc2c(c1)C(=O)CC(C)(C)O2	-6	6	-3	-5	3	-9	26	-5	1.6

Further records:
SMILES	M1 ag	TAAR1 ag	M1 antag	TAAR1 antag	M1 PAM	CHO-K1 Ca antag	M1 PAM parental	CHO parental Ca	CHO-K1 Ca ag
CC(C)c1ccc2[nH]c(O)c(N=NC(=O)c3cccc(S(=O)(=O)Nc4ccc(Cl)cc4)c3)c2c1	0	3	7	-12	3	-11	19	-21	0.1
O=S(=O)(CCc1nc2ccccc2s1)c1ccc(Cl)cc1	-5	1	-6	8	5	-9	14	-8	0.5
CC(C)(C)c1ccc2cccc(F)c2n1	-2	5	-36	-8	9	-25	22	.	0.8
CCOC(=O)N1CCN(CC(=O)Nc2ccc([N+](=O)[O-])cc2C(=O)Nc2ccccc2F)CC1	-4	14	17	56*	-11	9	2	-14	5.7
Cc1cc(Oc2ccccc2)nc(SCC(=O)Nc2ccccc2)n1	-6	18	-4	8	6	-3	0	-3	0.8
Cc1cc(C(=O)CSc2nncs2)c(C)n1Cc1ccco1	2	3	-3	6	8	1	-11	-11	4.2
O=C(CSc1nncs1)NCCCc1ccccc1	-3	7	-7	6	2	-7	12	-1	0.6
CC(=O)C1=C(O)C(=O)N(c2ccc(C)cc2)C1c1ccccn1 (stereo not given)	-1	1	-4	0	1	-12	10	-5	0.0
Cc1ccc(C(=O)NC2CCN(S(=O)(=O)c3ccc(C)cc3)CC2)cc1	-3	-1	-13	-17	11	-13	22	-17	-1.4
Cc1ccc(C2C(C(=O)c3cccs3)=C(O)C(=O)N2CCN2CCOCC2)o1 (stereo not given)	-3	-1	-6	15	10	-6	25	3	0.8
O=c1[nH]ncc(N2CCCC2)c1Cl	-8	0	-5	15	7	-7	11	7	0.2
O=C(O)CSc1nc2c(cnn2-c2ccccc2)c(=O)n1-c1ccc(Br)cc1	-5	4	-14	-6	15	-6	10	-9	0.2
Cc1ccc(C(=O)Oc2cc(N)n(S(=O)(=O)c3ccc(F)cc3)n2)cc1	-5	7	-15	-35	3	-13	1	-28	-1.7
Cc1cc[n+](Cc2ccc([N+](=O)[O-])cc2)cc1	-7	1	-13	-18	9	-9	-11	-5	0.4
Cc1nc(NC(=O)C2CC2)sc1C(=O)Nc1ccccc1	-3	4	0	-10	-1	3	-2	3	0.7
Cc1cccc(C(=O)N[C@H](C(=O)Nc2ccc(S(=O)(=O)NC3=NCCCCC3)cc2)C(C)C)c1	-15	6	-7	-13	15	-6	14	-6	8.7
COc1ccc(C(=O)Nc2ccccc2C)cc1S(=O)(=O)N1CCOCC1	-3	10	6	-13	-6	0	-9	-8	1.0
COc1cc2c(cc1OC)C(c1ccc(Cl)cc1)=NCC2	-5	-2	-11	-9	10	-2	8	-19	-0.3
CC(=O)Nc1ccc(NC(=O)C(C)c2cccc(C(=O)c3ccccc3)c2)cc1 (stereo not given)	-6	4	-9	-12	6	-10	18	9	1.5
O=C1CSC(=S)N1c1cccc(O)c1	-4	5	-5	-4	4	5	4	.	0.7

An excerpt from above in order of molecular weight, smallest number first.
SMILES	M1 ag	TAAR1 ag	M1 antag	TAAR1 antag	M1 PAM	CHO-K1 Ca antag	M1 PAM parental	CHO parental Ca	CHO-K1 Ca ag
COc1cc2c(cc1OC)C(c1ccc(Cl)cc1)=NCC2	-5	-2	-11	-9	10	-2	8	-19	-0.3
O=C(O)CSc1nc2c(cnn2-c2ccccc2)c(=O)n1-c1ccc(Br)cc1	-5	4	-14	-6	15	-6	10	-9	0.2
Cc1cccc(C(=O)N[C@H](C(=O)Nc2ccc(S(=O)(=O)NC3=NCCCCC3)cc2)C(C)C)c1	-15	6	-7	-13	15	-6	14	-6	8.7

Screens (PubChem BioAssay)
